# KDM5B inh: KDM5B demethylase inhibition; Q9UGL1; KDM5B demethylase, FDH-coupled NADH fluorescence (FDH is formaldehyde dehydrogenase); Potency, µM (highest dose often 57.7 µM), for inactives: top-dose activity change, negative = inhibition, most hits filed as inhibitors; 220,000 compounds, 2.6% hits; active means well fitted inhibition curve with a large enough effect; inconclusive means small, poorly fitted or top-dose-only effect; inactive means no such curve, though single readings can be large or run the other way; further: 0% is about no effect; nearly all actives have a fitted effect of over 70% in size
#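 KDM5BΔAP (200 nM final) in 50 mM HEPES pH 7.5, 0.01% Tween-20 was preincubated 10 min at RT with compound over a concentration range. Substrate mix (H3K4me3 12.5 µM, α-KG 25 µM, Fe²⁺, ascorbate, NAD⁺, FDH) was added, and NADH fluorescence change over 30 min gave dose-response curves.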
# Active calls of the source: *; ? = inconclusive; [ ] = another dose, or the depositor's remark. Potency means the concentration at half of the fitted maximal effect. Only part of the results is shown. The share of hits here may be higher or lower than overall.
entry	Molecule	KDM5B inh
1	Cn1ccc(C(=O)N2C[C@H]3CN(C4CCOCC4)C[C@@]3(C(=O)O)C2)n1	-1.9%
2	Cc1ccc(Cl)cc1N1CCN(C(=O)c2cnc(N3CCOCC3)c3ccccc23)CC1	?
3	Cc1[nH]c2ccc(Cl)cc2c1CCN(Cc1cccs1)C(=S)NC(C)(C)C	-18.7%
4	CCCOc1cccc(C(=O)NCCCNC(=O)c2ccccn2)c1	13.3%
5	Cc1ccc(S(=O)(=O)NCC(c2ccco2)N2CCN(c3ccccc3F)CC2)cc1 (stereo not given)	-10.2%
6	O=C1NC2(CCN(Cc3ccccn3)CC2)Oc2ccccc21	13.7%[86.2 µM]
7	O=C(NC1CCN(c2cc(-c3cccs3)[nH]n2)C1)c1ccc(F)cc1Cl (stereo not given)	15.8µM*
8	CC1(C(=O)O)CCN([S+](=O)([O-])c2cccc(C(F)(F)F)c2)CC1	-3.9%[115 µM]
9	COc1cc(OC)cc(-c2onc(C)c2C(=O)NC(C)CCc2ccccc2)c1 (stereo not given)	?
10	COC(=O)[C@]1(C)N[C@H](c2cc(F)c(OC)c(Cl)c2)[C@@H]2C(=O)N(C)C(=O)[C@@H]21	29.4%
11	CS(=O)(=O)c1ccc(OCC2(CNC(=O)C3CCC3)C[C@@H](O)[C@@H](O)C2)cc1 (stereo not given in full)	13.7%[86.2 µM]
12	CO[C@@H]1COCC[C@H]1NC(=O)c1cn(CCN2CCNCC2)nn1	-5.9%
13	CCC(=O)Nc1ccc2nc(C3CC3)n(Cc3ccc(C(C)(C)C)cc3)c(=O)c2c1	?
14	CN1CC(=O)N(C2CCNCC2)Cc2c1ncnc2N(C)Cc1ccc(F)cc1	7.1%[115 µM]
15	CC(C)NC(=O)CC[C@@H]1CNC(=O)[C@@H]2C[C@H](NCc3ccc(CO)o3)CN12	?
16	CCOC(=O)C(NC(=O)c1cc(OC)c(OC)c(OC)c1)C(=O)OCC	-8.0%
17	O=C(OC1CCCCC1=O)c1ncc(Cl)c(Cl)c1Cl (stereo not given)	10.7%
18	O=C(Cc1ccc(N(Cc2ccc(F)cc2)C(=O)c2ccco2)cc1)NCc1ccc(F)cc1	?
19	CCOc1ccc(CN2CCc3nc(N4CCN(c5ncccn5)CC4)ncc3C2)cc1OC	?
20	CCc1ccc(-n2nc(C)c3c(C(=O)N4CCN(c5cccc(Cl)c5)CC4)cc(C)nc32)cc1	?
21	C/C(c1cccs1)=[N+](\[O-])C(C)/C(=N/O)c1ccco1 (stereo not given)	11.6%
22	COc1ccc(NC(=O)N[C@@H]2C=C[C@@H](c3c(C)nn(-c4ccc(C(C)(C)C)cc4)c3C)C2)cc1	?
23	Cn1ncc2c(Nc3ccccc3)nc(NC3CCCC3)nc21	-5.6%
24	COc1cc(-c2ccc(NC(=O)NC3CC3)c(OC)c2)ccc1NC(=O)NC1CC1	?
25	COCCCNC(=O)[C@H]1CCC[C@H]1NC(=O)c1ccc(OC)nc1	22.1%
26	CC(C)CCC1(C)NC(=O)N(Cc2cc(F)cc3cccnc23)C1=O (stereo not given)	27.5%
27	CCn1ccc(C(=O)N2CCC3(CC2)CC(c2nc(C)no2)N(C)C3)n1 (stereo not given)	-30.4%
28	CCOC(=O)c1sc(NC(=O)c2cc3nc(-c4ccccc4)cc(C(F)(F)F)n3n2)c(C(=O)OCC)c1C	-2.0%
29	COC[C@@H]1CN(C(=O)COc2ccccc2)C[C@H]1c1ccccn1	24.5%
30	Cc1cccc(-c2noc(-c3cc(-c4ccc(F)cc4)n[nH]3)n2)c1	-4.6%
31	O=C1CC(c2ccccc2)N(C(=O)C2CC2)CCCN(C(=O)COc2ccccc2)CCN1 (stereo not given)	9.3%
32	O=C(Nc1cccc(Cl)c1)c1ccc2c(c1)CCC2	-25.4%
33	CCCc1ccc(C(NC(=O)CCNC(=O)C(C)(C)C)C(C)C)cc1 (stereo not given)	12.6%
34	Cn1cc2c3c(cccc31)CN(C(=O)COc1ccc(F)cc1)CC2	?
35	CCOc1ccccc1NCc1cc(=O)oc2cc(C)c(O)cc12	12.8%
36	Cc1ccc(Cl)cc1N1CCN(C(=O)c2cn(C)c3ccc(S(=O)(=O)N4CCC(C)CC4)cc3c2=O)CC1	-15.8%

# Next section; the last 3 above are carried over.
entry	Molecule	KDM5B inh
34	Cn1cc2c3c(cccc31)CN(C(=O)COc1ccc(F)cc1)CC2	?
35	CCOc1ccccc1NCc1cc(=O)oc2cc(C)c(O)cc12	12.8%
36	Cc1ccc(Cl)cc1N1CCN(C(=O)c2cn(C)c3ccc(S(=O)(=O)N4CCC(C)CC4)cc3c2=O)CC1	-15.8%
37	CN1CCc2c(sc3c2C(=O)NC(c2ccc(OC(=O)c4ccc(C(C)(C)C)cc4)cc2)N3)C1 (stereo not given)	?
38	COc1cc(OC)c(NC(C)C(=O)N(C)Cc2cccc(F)c2)cc1Cl (stereo not given)	-25.6%
39	CCN(CC)Cc1nc(C2(O)CCN(CC(C)C)CC2)cs1	-18.7%[86.2 µM]
40	Cc1ccc(NS(=O)(=O)c2cc(-c3ccno3)oc2C)c(C)c1	10.6%
41	Fc1cccc(OC2CCNC2)c1 (stereo not given)	-3.5%
42	Cc1cc(C)n(CC(=O)N2CCC(c3nc(-c4ccccc4)no3)C2)n1 (stereo not given)	-17.8%
43	COc1cccc2[nH]c(C(=O)NCCCN(C)C)cc12	?
44	CNC(=O)[C@@H](c1ccc(Cl)cc1)N1CCC[C@H]1C(=O)N1CCN(C)CC1	-14.4%
45	Cc1c(Cl)cccc1NC(C)C(=O)Nc1ccc(Cl)cn1 (stereo not given)	3.5%
46	COc1cccc(C(=O)Nc2c(C(=O)c3ccc(F)cc3)oc3ccccc23)c1	?
47	CC1CCCC(NC(=O)/C(C#N)=C\c2ccccc2)C1C (stereo not given)	?
48	COC(=O)c1ccc(NC(=O)N2CCC3(CC2)CC(N2CCCC2)CCO3)cc1 (stereo not given)	-26.6%
49	O=C(c1ccccc1F)N1CCCN(C(=O)C2CC2)c2ccccc21	8.4%
50	O=C(C1CC1)N1Cc2ccccc2NC(=O)C12CCNCC2	-22.2%[115 µM]
51	COc1ccc(NCc2cc3ccc(OC)cc3n(CC(=O)Nc3cc(Cl)ccc3C)c2=O)cc1	?
52	CN(C)c1nccnc1OC1CCN(C(=O)c2ccccc2Br)C1 (stereo not given)	-35.0%
53	O=C(NC1CCCC1)c1cc(-c2cccs2)on1	14.1%
54	c1cc(Cn2cccn2)cc(-c2cn(CC3CNCCO3)nn2)c1 (stereo not given)	?
55	O=C(N/N=C/C=C/c1cccc([N+](=O)[O-])c1)c1ccncc1	21.6%
56	CC(C)C(=O)/C(C#N)=C\c1ccc(OCc2ccccc2F)cc1	?
57	CCN(CC)S(=O)(=O)c1ccc(-c2nc(C#N)c(NCCN3CCOCC3)o2)cc1	?
58	CC(=O)c1cccc(NC(=O)c2ccc3nc(C(C)C)oc3c2)c1	-17.9%
59	Cc1ccc(CNC(=O)CSc2nc3cc4c(cc3c(=O)n2Cc2ccco2)OCO4)cc1	-14.0%
60	CC1(C)Cc2nc(N3CCOCC3)ncc2C(NC(=O)NC(C)(C)C)C1 (stereo not given)	?
61	O=S(=O)(CCN1CCOC2CCCCC21)c1ccccc1 (stereo not given)	15.8%
62	CNC1CCN(C(=O)c2cnc(C34CC5CC(CC(C5)C3)C4)[nH]c2=O)CC1	-27.5%
63	N#Cc1ccc(S(=O)(=O)N2CCCN(S(=O)(=O)c3ccccc3)CCC(=O)NCC2)cc1	-9.9%
64	Cc1cc(Nc2ccccc2Cl)c2ccccc2n1	22.9%
65	Cn1c(=O)n([C@H]2CCCN(C(=O)C3CC=CC3)C2)c2ncccc21	-16.2%
66	COC(=O)c1cn(CC(=O)Nc2ccc(C)cc2)c2ccccc12	16.0%
67	COc1cccc(CNC(=O)C(NS(=O)(=O)c2ccc3c(c2)CCN3C(C)=O)C(C)C)c1 (stereo not given)	-17.5%
68	Cc1cccc(OCC(=O)Nc2ccc3oc(-c4cccnc4)nc3c2)c1	?
69	Cc1oc(-c2cccs2)nc1CC(=O)N(Cc1ccc(C(F)(F)F)cc1)C1CC1	?
70	N#C/C(=C\c1ccc(Cl)cc1)C(=O)NCC1CCCO1 (stereo not given)	?
71	COc1ccc(S(=O)(=O)N2C[C@@H]3C[C@H](C2)c2c(NC(=O)C4CCCCC4)ccc(=O)n2C3)cc1	321.4%[activator]
72	COc1nc(C(=O)NCCC(=O)N2CCCCC2)cc2ccccc12	3.8%
73	Cc1cc2ccccc2n1-c1ccc(C(=O)N2CCC(C(=O)NCc3ccc(Cl)cc3)CC2)s1	-58.8%
74	CC(C)COc1cc(=O)n2c(c1C(=O)NCc1ccc(C(F)(F)F)cc1)CCCCC2	26.9%
75	CCC(C)[C@@H]1NC(=O)N(CCCN2CCCC2=O)C1=O (stereo not given in full)	24.8%
76	CCN(CC)S(=O)(=O)c1ccc(Cl)c(C(=O)N2CCCC2C(=O)O)c1 (stereo not given)	12.6%
77	Cc1cc(C)n2nc(CC(=O)N[C@H](c3ccccn3)C3CC(O)C3)nc2n1 (stereo not given in full)	?
78	O=C(Nc1ccccc1)N1CCn2c(nn(-c3ccc(F)cc3)c2=O)C1	-8.5%
79	Cc1ccccc1Cc1noc(-c2nc(-c3ccccc3F)no2)n1	6.6%
80	CCOc1ccc(N2C(=O)CC(NC3CCN(C(=O)c4ccc(F)cc4)CC3)C2=O)cc1 (stereo not given)	?
81	O=C(O)c1sc(C(=O)O)c(OCCO)c1OCCO	0.5%
82	CN(c1ncccc1C(=O)N1CCOCC(O)C1)C1CCCCC1 (stereo not given)	7.4%
83	COc1cc(SSc2cc(OC)cc([N+](=O)[O-])c2N)c(N)c([N+](=O)[O-])c1	?
84	COc1cc(OC)cc(C(=O)N2CCC3(CC2)NC(=O)N(Cc2ccccc2)C3=O)c1	8.1%
85	CCCc1cc(C(=O)O)sc1C	4.2%
86	CN(CC(=O)N1CCc2ccccc2C1)S(=O)(=O)c1ccc(F)cc1	-6.0%
87	Cc1ccc2nc(COCC(=O)N3CCC4(CCCN(C)C4=O)C3)[nH]c2c1 (stereo not given)	-1.4%
88	CCOC(=O)c1c(NC(=O)COc2cccc(C(F)(F)F)c2)sc2c1CCCCC2	-15.3%
89	O=S(=O)(NCC1Cn2cccc2CN1Cc1cccnc1)c1ccc(F)cc1 (stereo not given)	28.2µM*
90	O=C1COCC2(CN1Cc1cccc(OC(F)(F)F)c1)CN(c1nccs1)C2	0.7%[86.2 µM]
91	CN(Cc1cccnc1)Cc1nc(CC(N)=O)nn1-c1ccc2c(c1)CCC2	-28.2%
92	CCOC(=O)c1c(C)sc2c1OC(N)=C(C#N)C21C(=O)N(C)c2ccccc21 (stereo not given)	-3.0%
93	CC(C)CCNC(=O)c1ccc2c(c1)N(Cc1cccc(Cl)c1)C(=O)c1ccccc1S2	-5.5%
94	CSc1ccc(CNC(=O)c2cc3c(N4CCSCC4)nc(C)cn3n2)cc1	?
95	COc1ccccc1OCCNC(=O)C1CCN(c2cc(C(F)(F)F)nc(C)n2)CC1	37.6%[activator]
96	Cc1ccc(C)c(NC(=O)Cn2cnc3nc4c(cc3c2=O)CCCC4)c1	-8.7%

# Look-ups from above:
# KDM5B inh result of entry 93 stands at -5.5%
# KDM5B inh result of entry 87 stands at -1.4%
# KDM5B inh result of entry 88 stands at -15.3%
# KDM5B inh result of entry 86 stands at -6.0%

# New compounds follow:
entry	Molecule	KDM5B inh
97	O=c1cc(C(O)C[N+](=O)[O-])occ1OCc1ccccc1 (stereo not given)	?
98	Cc1ccc(C(C)NC(=O)Nc2cccc(Cl)c2)c(C)c1 (stereo not given)	-1.3%
99	O=C(NCCc1ccccn1)c1cnc2c(c1)N(C(=O)CCc1ccccc1)CCC2	-15.5%[86.2 µM]
100	COCCn1c(C)cc(O)c(C(c2ccccc2OC)N2CCN(c3ccccc3)CC2)c1=O (stereo not given)	-7.9%
101	Oc1ccc2[nH]cc(CCNC(c3ccccc3)(c3ccccc3)c3ccccc3)c2c1	?
102	O=C(CSc1nc2c([nH]c3ccccc32)c(=O)n1-c1cccc(C(F)(F)F)c1)N1CCc2ccccc21	5.6%
103	Cc1ccc(-c2cnc(-c3ccccc3C(=O)NC(C)C)o2)cc1	?
104	Cc1ccccc1OCC(=O)NCC(=O)OCC(=O)c1ccc([N+](=O)[O-])cc1	-8.5%
105	COc1cccc(C(=O)Nc2ccc(O)c(-c3nc4ccccc4o3)c2)c1	8.9%
106	Cc1ccc(OCCN(C)Cc2cc(C#CCO)cs2)c(C)c1	-0.1%
107	COCCN1C(=O)c2ccccc2C(C(=O)NCCc2ccccc2)C12CCCC2 (stereo not given)	1.1%
108	CSCCC(NS(=O)(=O)c1ccc(C)cc1)C(=O)N1CCCC1 (stereo not given)	30.2%

# Sorted by SMILES length (ascending): some entries from above.
entry	Molecule	KDM5B inh
107	COCCN1C(=O)c2ccccc2C(C(=O)NCCc2ccccc2)C12CCCC2 (stereo not given)	1.1%
99	O=C(NCCc1ccccn1)c1cnc2c(c1)N(C(=O)CCc1ccccc1)CCC2	-15.5%[86.2 µM]
101	Oc1ccc2[nH]cc(CCNC(c3ccccc3)(c3ccccc3)c3ccccc3)c2c1	?

# (cont.)
entry	Molecule	KDM5B inh
109	CC(=O)N1CCC2(CC1)OC(=O)C(C)=C2C(=O)NCc1ccc(Cl)cc1	-1.2%
110	COc1cccc(/C=N/Nc2nnc(C)n2N)c1O	?
111	COc1cc(Cl)c(C)cc1NC(=O)c1cnc2c(-c3cccc(C)c3)c(C)nn2c1C	-5.8%
112	O=C(c1cc(C2CC2)nc2ccccc12)N1CCN(Cc2ccccc2)CC1	14.2%
113	COc1ccc2[nH]cc(CCNC(=O)C3CCCN(Cc4ccncc4)CCC(=O)NCC3)c2c1 (stereo not given)	-0.7%
114	CC(C)c1ccccc1NC(=O)CN(c1ccccc1F)S(=O)(=O)c1ccccc1	10.7%
115	CCC(=O)N1c2ccccc2C(C)(c2ccccc2)CC1(C)C (stereo not given)	-3.6%
